High-throughput results (PubChem)
USP2a block = qHTS Assay for Inhibitors of Ubiquitin-specific Protease USP2a Using CHOP2 as the Reporter; USP2 core, Ub-CHOP2 coupled fluorogenic reporter, 485/531; Potency, µM (series often up to 38.3 µM), without a hit: top-dose activity change, negative = inhibition, actives largely listed as inhibitors; 0.01% of 330,000 active; AID 463254, 2010;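 further: potency means the concentration at half of the fitted maximal effect; plate controls were DMSO wells for no effect and full inhibition by NEM control for full effect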
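Deubiquitinase activity read as fluorescence (485/531 nm) after Ub-CHOP2 cleavage activates the enterokinase reporter on its substrate; USP2 core 10nM, Ub-CHOP2 and substrate 25nM each, 30min compound preincubation then 60min RT; data normalized to NEM, curves fitted.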
MBNL1-CUG inh = qHTS Assay for Inhibitors of MBNL1-poly(CUG) RNA binding. TR-FRET MBNL1-His/biotin-(CUG)12 binding, 665/545 ratio. Potency, µM (titrated, usually from 57.5 µM), inactives show at the top dose activity change, negative = inhibition, actives largely listed as inhibitors. 0.036% of 280,000 active. AID 2675, 2010; active means well fitted inhibition curve with a large enough effect in the signal ratio, with a control signal flat, not every such curve was filed as active; inconclusive means small, poorly fitted or top-dose-only effect, or effect the other way, or a change in a side signal; inactive means no such curve, though single readings can be large or run the other way; the % refers to the signal ratio; further: potency means the concentration at half of the fitted maximal effect; on the % scale 0 is the no-effect control and ±100 the full control effect
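Compound titration spanned 92 nM–58 uM against the MBNL1-His/biotin-(CUG)12 complex. After 60 min at room temperature with 5 nM streptavidin-XL665 and 0.055 ng/ul terbium anti-His, ratiometric 665/545 nm emission (Ex 340 nm) normalized to controls.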
GALK inh = qHTS Assay for Inhibitors of Human Galactokinase (GALK); Purified GALK, Kinase-Glo residual ATP luminescence; Potency, µM (highest dose often 57.5 µM), for inactives: at the highest dose activity change, negative = inhibition, hits mostly inhibitors; 0.007% of 270,000 active; AID 1868, 2009; further: potency means the concentration at half of the fitted maximal effect; on the % scale 0 is the no-effect control and ±100 the full control effect
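Compounds were pin-transferred into ATP buffer (35 uM final), then GALK plus galactose (5 nM, 100 uM final) was added. After 1 h at room temperature, Kinase-Glo Plus was added and luminescence read after 10 min.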
Eya2 inh = qHTS Assay for Inhibitors of the Phosphatase Activity of Eya2. recombinant Eya2, OMFP fluorescence dephosphorylation (OMFP is methylfluorescein phosphate). Potency, µM (doses to about 76.9 µM), for the others: at the highest dose activity, negative = inhibition, usual class: inhibitors. 0.006% of 330,000 active. AID 488837, 2010; further: potency means the concentration at half of the fitted maximal effect; on the % scale 0 is the no-effect control and ±100 the full control effect
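Eya2 protein (added as 0.2 uM solution) was preincubated with compound for 10 min at ambient temperature in 50 mM HEPES pH 7.5, 50 mM NaCl, 5 uM MgCl2, 0.05% BSA, 1 mM DTT. OMFP (added at 50 uM) then reacted 10 min; fluorescence read at 485/525 nm.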
PKM2 act = qHTS Assay for Activators of Human Muscle isoform 2 Pyruvate Kinase; 0.34% of 260,000 active; Pyruvate kinase PKM (Homo sapiens), P14618; purified PKM2, Kinase-Glo ATP luminescence, activation; response scale: 0% is enzyme alone, no compound; Potency, µM (titrated, usually from 57.5 µM), for inactives: at the top dose activation, usual class: activators; AID 1631, 2009; further: potency means the concentration at half of the fitted maximal effect; on the % scale 0 is the no-effect control and ±100 the full control effect; nearly all actives have a fitted effect of over 55% in size
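Purified hPK-M2 (>95% pure) converted ADP (0.1 mM final) to ATP with 0.5 mM PEP in 50 mM imidazole pH7.2, KCl, MgCl2, Tween 20, BSA; 1 h at room temperature. ATP detected by Kinase-Glo luminescence.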
S-ASM inh = Inhibitors of Secretory Acid Sphingomyelinase (S-ASM): qHTS; Sphingomyelin phosphodiesterase (Homo sapiens), P17405; placental ASM, HMU-PC fluorogenic substrate, 60 min; Potency, µM (top dose mostly 57.5 µM), without a hit: at the highest dose activity change, negative = inhibition, usual class: inhibitors; 0.006% of 340,000 active; AID 504937, 2011; further: potency means the concentration at half of the fitted maximal effect
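Fluorescence read-out (Ex 386 nm, Em 447 nm) after stopping the reaction at pH 10. Enzyme: ASM from human placenta; substrate HMU-PC0, 9 uM final; 60 min, 37 °C. Compound preincubation 10 min, ambient temperature.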
Mito fusion act = qHTS Assay for Small Molecule Inhibitors of Mitochondrial Division or Activators of Mitochondrial Fusion; S. cerevisiae fusion-defective mutant growth rescue, CellTiterGlo 48 h; Potency, µM (series often up to 46.1 µM), inactives show at the highest dose growth rescue (activation), hits mostly activators; 0.23% of 320,000 active; AID 485298, 2010;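 further: potency means the concentration at half of the fitted maximal effect; % of control where 0% means no effect; nearly all actives have a fitted effect of over 45% in size; temperature-sensitive fusion mutants such as fzo1-1 at 37 °C on non-fermentable ethanol glycerol medium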
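Luminescent cell viability in 1536-well qHTS format served as the measure of rescued growth in ts fusion-mutant S. cerevisiae cultured on non-fermentable YPEG for 48 hours at 37C.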
Menin-MLL TR inh = qHTS Assay for Inhibitors Targeting the Menin-MLL Interaction in MLL Related Leukemias: Competition With Texas Red Labeled MLL-derived Mutant Peptide; AID 1768, 2009; Menin + Texas Red MLL mutant peptide, fluorescence polarization; Potency, µM (titrated, usually from 61.6 µM), for the others: top-dose FP activity change, negative = inhibition, usual class: inhibitors; 0.23% of 270,000 active; active means well fitted inhibition curve with a large enough effect in the polarisation, with a control signal flat, not every such curve was filed as active; inconclusive means small, poorly fitted or top-dose-only effect, or effect the other way, or a change in a side signal; inactive means no such curve, though single readings can be large or run the other way; the % refers to the polarisation; further: potency means the concentration at half of the fitted maximal effect; % of control where 0% means no effect; many of its hits are not listed in these tables
Chronic BCR inh = qHTS Assay to Find Inhibitors of Chronic Active B-Cell Receptor Signaling | AID 493014, 2011 | ABC-DLBCL IkBa-CBG/CBR reporter, luminescence ratio, 4 h | Potency, µM (top dose mostly 46.1 µM), for the others: at the highest dose ratio change, negative = lower green/red ratio, hits mostly inhibitors | 0.05% of 340,000 active; active means well fitted inhibition curve with a large enough effect in the signal ratio, with a control signal flat, not every such curve was filed as active; inconclusive means small, poorly fitted or top-dose-only effect, or effect the other way, or a change in a side signal; the % refers to the signal ratio;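 further: potency means the concentration at half of the fitted maximal effect; plate controls were basal doxycycline-induced cells for no effect and cells given 10 µM MG132 for full effect; MG132 reads +100%, hits lower the ratio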
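Compounds up to 46 uM were incubated four hours with TMD8 cells whose green CBG68 luciferase is fused to IkappaBalpha; red CBR luminescence normalised the signal, and concentration-effect curves were fitted to fusion, red and ratio data.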
TSHR antag = Antagonists of the Thyroid Stimulating Hormone Receptor: HTS campaign; Thyrotropin receptor (Homo sapiens), P16473; TSHR-expressing cells, TSH-stimulated cAMP HTRF, 2 h; hits give low values; activity change, negative = inhibition, % at 11.5 µM; 0.2% of 330,000 active;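 active means activity change below a set negative limit, meaning inhibition stronger than a set level, cut at about -70% in these data; inconclusive means activity change between two set negative limits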; further: on the % scale 0 is the no-effect control and ±100 the full control effect
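Competitive HTRF cAMP read-out (cryptate anti-cAMP antibody, cAMP-d2; 30 min, room temperature) in freshly harvested TSHR cells. Compounds added before TSH at EC80 (4nM final), followed by 2 hours' incubation at 37 deg C.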
hERG WT inh = qHTS for Inhibitors of KCHN2 3.1: Wildtype qHTS | U2OS, BacMam KCNH2, thallium flux FluxOr; hits give low values | activity change, % at 1.84 µM | 0.37% of 340,000 active | AID 720551, 2013;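 active means maximum activity change below -70%; inconclusive means maximum activity change between -70% and -50%; inactive means maximum activity change above -50%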; further: on the % scale 0 is the no-effect control and ±100 the full control effect
Target sequence (Q12809 whole entry, looked up): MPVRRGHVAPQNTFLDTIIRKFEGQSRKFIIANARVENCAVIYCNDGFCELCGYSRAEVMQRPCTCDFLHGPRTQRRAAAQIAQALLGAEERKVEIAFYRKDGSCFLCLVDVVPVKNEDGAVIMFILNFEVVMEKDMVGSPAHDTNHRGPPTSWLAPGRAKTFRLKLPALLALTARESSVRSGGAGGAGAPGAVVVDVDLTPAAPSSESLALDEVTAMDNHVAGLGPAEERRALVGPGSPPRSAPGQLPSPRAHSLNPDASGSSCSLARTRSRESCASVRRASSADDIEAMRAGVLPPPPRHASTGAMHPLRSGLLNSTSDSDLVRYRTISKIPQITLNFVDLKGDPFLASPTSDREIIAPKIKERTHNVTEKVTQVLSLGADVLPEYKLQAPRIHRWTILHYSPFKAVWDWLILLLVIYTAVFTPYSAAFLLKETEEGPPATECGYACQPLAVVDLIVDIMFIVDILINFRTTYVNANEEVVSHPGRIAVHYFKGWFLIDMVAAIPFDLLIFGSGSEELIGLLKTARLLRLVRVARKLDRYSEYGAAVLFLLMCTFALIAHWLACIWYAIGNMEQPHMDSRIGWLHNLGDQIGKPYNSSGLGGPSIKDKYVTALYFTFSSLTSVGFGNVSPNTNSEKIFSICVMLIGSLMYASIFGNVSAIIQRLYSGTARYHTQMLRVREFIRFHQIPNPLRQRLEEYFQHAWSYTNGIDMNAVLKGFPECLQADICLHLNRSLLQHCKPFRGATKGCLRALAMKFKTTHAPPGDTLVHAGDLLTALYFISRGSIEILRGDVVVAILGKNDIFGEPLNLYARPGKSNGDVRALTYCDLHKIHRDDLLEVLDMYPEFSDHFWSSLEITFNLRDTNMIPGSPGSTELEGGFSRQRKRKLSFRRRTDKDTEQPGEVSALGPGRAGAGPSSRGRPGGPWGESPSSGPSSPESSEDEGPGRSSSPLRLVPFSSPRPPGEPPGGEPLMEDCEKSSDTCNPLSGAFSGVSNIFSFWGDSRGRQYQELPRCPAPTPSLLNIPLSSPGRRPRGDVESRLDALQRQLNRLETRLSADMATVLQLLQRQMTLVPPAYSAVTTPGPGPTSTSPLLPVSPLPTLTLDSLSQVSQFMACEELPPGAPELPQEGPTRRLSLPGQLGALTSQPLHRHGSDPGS
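U2OS cells transduced with wild-type KCNH2 virus are loaded with FluxOr dye for 45 min, and thallium flux is measured in kinetic reads before and after stimulation buffer. Rate constants are normalized to DMSO controls.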
* hit, by the source's call. Unless noted, the call rests on the fitted dose curve; in most records, active means well fitted curve in the direction sought with a large enough effect; inconclusive means small, poorly fitted or top-dose-only effect, or another doubt; inactive means no such curve, though single readings can be large; an effect the other way counts as inactive or inconclusive.

Results for COc1ccc(CSc2nnc(N)s2)cc1F ?
USP2a block: 1%; MBNL1-CUG inh: -5%; GALK inh: -1%; Eya2 inh: 4%; PKM2 act: 0%; S-ASM inh: -7%; Mito fusion act: 3%; Menin-MLL TR inh: 1%; Chronic BCR inh: inconclusive; TSHR antag: 27; hERG WT inh: 3

What do the screens show for `O=C(NCc1ccccc1Cl)C1CCN(C(=O)c2ccco2)CC1`?
USP2a block: 1%; MBNL1-CUG inh: -1%; GALK inh: 0%; Eya2 inh: -22%; PKM2 act: 0%; S-ASM inh: -5%; Mito fusion act: 0%; Menin-MLL TR inh: 14%; Chronic BCR inh: 1%; TSHR antag: 3; hERG WT inh: -10

Results for COc1ccc(OC)c(-c2cc(C(=O)N3CCc4ccccc4C3)no2)c1 ?
USP2a block: -1%; MBNL1-CUG inh: -15%; GALK inh: 0%; Eya2 inh: 8%; PKM2 act: -4%; S-ASM inh: -15%; Mito fusion act: 30%; Menin-MLL TR inh: 6%; Chronic BCR inh: inconclusive; TSHR antag: -8; hERG WT inh: -5

What do the screens show for `Cc1ccc(Nc2cc(C(=O)NCCCN3CCOCC3)c3ccccc3n2)c(C)c1`?
USP2a block: 1%; MBNL1-CUG inh: 1%; GALK inh: 2%; Eya2 inh: 6%; PKM2 act: -1%; S-ASM inh: 4%; Mito fusion act: 9%; Menin-MLL TR inh: 9%; Chronic BCR inh: inconclusive; TSHR antag: 8; hERG WT inh: -18

Results for CCOC(=O)c1c(C)[nH]c(NC(=O)NNC(=O)c2ccccc2Cl)c1C ?
USP2a block: -2%; Eya2 inh: -1%; S-ASM inh: 1%; Mito fusion act: -1%; Chronic BCR inh: inconclusive; TSHR antag: -3; hERG WT inh: -1

How did COc1ccc(/C(=C/Nc2cccc(Br)c2)C(C)=O)cc1OC do in these assays?
USP2a block: 1%; MBNL1-CUG inh: 1%; GALK inh: 2%; Eya2 inh: 4%; PKM2 act: -1%; S-ASM inh: -1%; Mito fusion act: -13%; Menin-MLL TR inh: -1%; Chronic BCR inh: -9%; TSHR antag: -1; hERG WT inh: 2

Results for Cc1[nH]nc2c1C(c1cn[nH]c1-c1ccc(F)cc1)C(C#N)=C(N)O2 (stereo unspecified) ?
USP2a block: 0%; MBNL1-CUG inh: 10%; GALK inh: 3%; Eya2 inh: 17%; PKM2 act: -2%; S-ASM inh: -1%; Mito fusion act: -1%; Menin-MLL TR inh: -9%; Chronic BCR inh: inconclusive; TSHR antag: 2; hERG WT inh: 1

Results for O=C(Nc1cccc(Cl)c1N1CCOCC1)c1cccnc1Cl ?
USP2a block: 10%; MBNL1-CUG inh: 2%; GALK inh: -4%; Eya2 inh: 2%; PKM2 act: 4%; S-ASM inh: 0%; Mito fusion act: 9%; Chronic BCR inh: 0%; TSHR antag: -2; hERG WT inh: 0

How did CCOC(=O)N1CCN(CC(=O)n2c(C)c(C)c3ccccc32)CC1 do in these assays?
USP2a block: inconclusive; MBNL1-CUG inh: -9%; GALK inh: -1%; Eya2 inh: -9%; PKM2 act: 1%; S-ASM inh: 0%; Mito fusion act: -3%; Menin-MLL TR inh: -9%; Chronic BCR inh: -1%; TSHR antag: -8; hERG WT inh: -2

What do the screens show for `Cc1ccccc1C(=O)NCC(=O)NNC(=S)NC(=O)c1ccccc1`?
USP2a block: 6%; MBNL1-CUG inh: 2%; GALK inh: 1%; Eya2 inh: 3%; PKM2 act: -9%; S-ASM inh: 4%; Mito fusion act: 6%; Menin-MLL TR inh: 0%; Chronic BCR inh: -2%; TSHR antag: -4; hERG WT inh: 4

The final two compounds of the part before come first, to join the parts:
How did CCOC(=O)N1CCN(CC(=O)n2c(C)c(C)c3ccccc32)CC1 do in these assays?
USP2a block: inconclusive; MBNL1-CUG inh: -9%; GALK inh: -1%; Eya2 inh: -9%; PKM2 act: 1%; S-ASM inh: 0%; Mito fusion act: -3%; Menin-MLL TR inh: -9%; Chronic BCR inh: -1%; TSHR antag: -8; hERG WT inh: -2

What do the screens show for `Cc1ccccc1C(=O)NCC(=O)NNC(=S)NC(=O)c1ccccc1`?
USP2a block: 6%; MBNL1-CUG inh: 2%; GALK inh: 1%; Eya2 inh: 3%; PKM2 act: -9%; S-ASM inh: 4%; Mito fusion act: 6%; Menin-MLL TR inh: 0%; Chronic BCR inh: -2%; TSHR antag: -4; hERG WT inh: 4

What do the screens show for `CCOc1ccc(CN2CCN(CCCn3cccn3)CC2CCO)cc1` (stereo unspecified)?
USP2a block: -3%; MBNL1-CUG inh: 5%; GALK inh: 4%; Eya2 inh: -7%; PKM2 act: 9%; S-ASM inh: 4%; Mito fusion act: -5%; Menin-MLL TR inh: 2%; Chronic BCR inh: -3%; TSHR antag: 18; hERG WT inh: -25

How did CN(C)CCNc1oc(COc2ccc(Cl)cc2)nc1C#N do in these assays?
USP2a block: 1%; MBNL1-CUG inh: 7%; GALK inh: -1%; Eya2 inh: 11%; PKM2 act: -1%; S-ASM inh: 2%; Mito fusion act: -4%; Menin-MLL TR inh: 11%; Chronic BCR inh: -3%; TSHR antag: 6; hERG WT inh: 11

How did COc1ccc(CNC(=O)C2CCN(S(=O)(=O)c3cccc4nonc34)CC2)cc1 do in these assays?
USP2a block: 2%; MBNL1-CUG inh: inconclusive; GALK inh: -3%; Eya2 inh: -4%; PKM2 act: 21%; S-ASM inh: -2%; Mito fusion act: -10%; Menin-MLL TR inh: -3%; Chronic BCR inh: 8%; TSHR antag: -4; hERG WT inh: -4

How did Cc1[nH]c2c(C)cccc2c1CCNC(=O)C1CCCCC1C(=O)OCC(F)(F)F (stereo unspecified) do in these assays?
USP2a block: 0%; GALK inh: 0%; Eya2 inh: 2%; PKM2 act: 0%; S-ASM inh: -1%; Mito fusion act: 5%; Menin-MLL TR inh: -2%; Chronic BCR inh: 6%; TSHR antag: -11; hERG WT inh: -5

What do the screens show for `COc1cc(OC)cc(-n2nc(C(=O)NCCCN3CCOCC3)c3ccccc3c2=O)c1`?
USP2a block: 2%; MBNL1-CUG inh: 9%; GALK inh: 1%; Eya2 inh: -2%; PKM2 act: -5%; S-ASM inh: -1%; Mito fusion act: 3%; Menin-MLL TR inh: -15%; Chronic BCR inh: 7%; TSHR antag: 3; hERG WT inh: -5

What do the screens show for `O=C(Nc1ccccc1N1CCOCC1)c1cc(=O)[nH]c2ccccc12`?
USP2a block: -1%; Eya2 inh: -7%; S-ASM inh: 2%; Mito fusion act: 1%; Chronic BCR inh: 0%; TSHR antag: -18; hERG WT inh: 10

How did COC(=O)C(Cc1ccccc1)NC(=O)C(CC(C)C)NC(=O)OC(C)(C)C (stereo unspecified) do in these assays?
USP2a block: 1%; MBNL1-CUG inh: -7%; GALK inh: -2%; Eya2 inh: -2%; PKM2 act: 0%; S-ASM inh: 2%; Mito fusion act: -1%; Menin-MLL TR inh: -3%; Chronic BCR inh: -4%; TSHR antag: -10; hERG WT inh: -7

Results for CCCn1cc(SCC(=O)NCC2CCCO2)c2ccccc21 (stereo unspecified) ?
USP2a block: 1%; MBNL1-CUG inh: -2%; GALK inh: -3%; Eya2 inh: -21%; PKM2 act: 1%; S-ASM inh: 1%; Mito fusion act: 0%; Menin-MLL TR inh: -5%; Chronic BCR inh: 2%; TSHR antag: 3; hERG WT inh: 6

Some of the compounds tested (hit frequency here may not be typical).
